# M4 antag: antagonists of human muscarinic M4 receptor (CHRM4). P08173. CHO-hM4 cells, ACh EC80, Fluo-8 calcium fluorescence. inhibition, % at 3 µM. 360,000 compounds, 0.73% hits. AID 624125;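 active = inhibition above its plate's cutoff, the mean inhibition of sample wells plus 3 SD, cut at about 27% in these data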;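 also: 0% = acetylcholine EC80 with DMSO and 100% = DMSO without agonist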
# Target sequence (P08173 whole entry, looked up): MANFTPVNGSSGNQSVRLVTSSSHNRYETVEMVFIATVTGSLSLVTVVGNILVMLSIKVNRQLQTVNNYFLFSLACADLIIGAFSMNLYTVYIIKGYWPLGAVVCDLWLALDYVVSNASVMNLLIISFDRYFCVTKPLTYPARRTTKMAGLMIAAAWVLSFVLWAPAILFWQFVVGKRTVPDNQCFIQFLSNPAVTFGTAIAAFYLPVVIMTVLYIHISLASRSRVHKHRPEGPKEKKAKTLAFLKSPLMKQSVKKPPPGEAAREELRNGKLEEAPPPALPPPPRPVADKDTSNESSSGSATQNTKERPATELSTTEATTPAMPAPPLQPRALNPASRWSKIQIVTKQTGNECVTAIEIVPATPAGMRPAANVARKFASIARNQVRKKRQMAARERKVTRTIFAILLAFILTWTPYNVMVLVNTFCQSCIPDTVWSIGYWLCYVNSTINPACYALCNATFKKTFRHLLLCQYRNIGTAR
# CHO-K1 Ca ag: nonselective activator or artifact in parental CHO-K1 cells. activation, % at 3 µM. AID 602248. Fluo-8 calcium fluorescence; scaled to maximal ATP response, vehicle zero. 360,000 compounds, 0.48% hits; in the data active = activation above about 15%;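 also: untransfected CHO-K1 host cells lacking M1 receptor as counterscreen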
# CHO-K1 Ca antag: counter-screen for M1 antagonists: effect in parental CHO-K1 cells; 360,000 compounds, 0.6% hits; inhibition, % at 3 µM; ATP-induced calcium, Fluo-8 fluorescence;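 active = inhibition above a per-plate cutoff, the plate's mean sample inhibition plus 3 SD, cut at about 24% in these data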;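 also: 0% = DMSO plus EC80 ATP and 100% = DMSO alone without ATP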
# M1 PAM: human CHRM1 positive allosteric modulation | P11229 | CHO-K1 hM1, Fluo-8 calcium fluorescence, ACh EC20; 0% = ACh EC20, 100% = maximal ACh | activation, % at 3 µM | 360,000 compounds, 0.088% hits | AID 588819; in the data active = activation above about 19%, passing the limit was not always enough
# CHRM1 agonist: activates human CHRM1 receptor. P11229. CHO-K1 hM1, Fluo-8 calcium fluorescence, agonist mode; 0% DMSO, 100% acetylcholine EC100. activation, % at 3 µM. 360,000 compounds, 0.33% hits;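 active = activation above the run's mean compound activation plus 3 SD, cut at about 16% in these data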;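 also: peak over basal fluorescence ratio within a 140 s kinetic read after compound addition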
# CHO parental Ca: counter-screen: ATP calcium response change in parental CHO cells; parental CHO-K1, ATP-induced calcium, Fluo-8 fluorescence; inhibition, % at 5.6 µM; 330,000 compounds, 0.63% hits; AID 463079;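 active = inhibition above that plate's mean sample inhibition plus 3 SD, cut at about 26% in these data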;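 also: 0% = ATP-challenged DMSO wells and 100% = DMSO wells without ATP; some compounds past the cut are filed as inactive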
#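 Material: Parental CHO cells | Reagent: ATP | Compound dosing: Single nominal dose of 5.6 µM per compound | Detection: Intracellular calcium via Fluo-8 no-wash fluorescent dye | Read-out: % inhibition of ATP-induced calcium mobilization | Benchmarks: Low control ATP plus DMSO, high control DMSO only | Replicates: Singlicate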
# M4 ag: CHRM4 agonism in calcium assay; P08173; CHO-K1 hM4/Gqi5, Fluo-8 calcium fluorescence; vehicle 0%, full acetylcholine response 100%; activation, % at 3 µM; 360,000 compounds, 0.14% hits; AID 624127;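 active = activation above the run mean over all test wells plus 3 SD, cut at about 32% in these data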;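 also: peak over basal fluorescence ratio per well then scaled between controls; 0% = DMSO wells and 100% = acetylcholine at EC100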
# CHRM1 antagonist: blocks human M1 muscarinic receptor. P11229. CHO-K1 hM1, Fluo-8 calcium fluorescence, ACh EC80 antagonist. inhibition, % at 3 µM. 360,000 compounds, 1.3% hits;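 active = percent inhibition above its own plate's cutoff, namely the mean of that plate's compound wells plus 3 SD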;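 also: peak over basal fluorescence ratio during 140 s after agonist addition; 0% = ACh EC80 plus DMSO and 100% = DMSO alone without agonist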
# OXTR potentiate: human OXTR potentiation. CHO-OTR cells, Fluo-8 calcium fluorescence, potentiator mode; 0% = oxytocin EC15, 100% = EC100. activation, % at 3 µM. 320,000 compounds, 0.061% hits;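 active = activation above that plate's cutoff, the mean activation of tested compounds plus 3 SD, cut at about 6.6% in these data, passing the limit was not always enough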;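 also: 100% uses oxytocin at 75 nM as the full agonist control; some results filed as inactive read as strong as hits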
# Target sequence (P30559 whole entry, looked up): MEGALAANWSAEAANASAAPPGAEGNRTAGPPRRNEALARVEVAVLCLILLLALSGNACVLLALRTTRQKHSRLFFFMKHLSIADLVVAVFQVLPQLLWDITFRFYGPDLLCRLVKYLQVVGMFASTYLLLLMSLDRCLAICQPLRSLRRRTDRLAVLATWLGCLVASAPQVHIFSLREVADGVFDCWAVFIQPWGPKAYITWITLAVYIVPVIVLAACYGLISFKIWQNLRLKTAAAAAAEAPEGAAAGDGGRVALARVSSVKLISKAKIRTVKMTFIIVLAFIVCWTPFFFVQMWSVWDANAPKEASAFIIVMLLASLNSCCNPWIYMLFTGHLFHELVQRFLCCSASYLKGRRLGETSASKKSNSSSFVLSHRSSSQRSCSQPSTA
#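 Assay system: CHO cell line stably expressing human OTR | Also added: Oxytocin at about EC15, sub-maximal agonist stimulus | Times: Compound 6 min at room temperature before oxytocin, 100 s read | Measured by: Fluo-8 intracellular calcium fluorescence, ex 470-495, em 515-575 nm | Controls: EC15 oxytocin alone as 0%, 75 nM oxytocin as 100%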
# Starred values were filed as active, the others as inactive; . = no result given.
SMILES,M4 antag,CHO-K1 Ca ag,CHO-K1 Ca antag,M1 PAM,CHRM1 agonist,CHO parental Ca,M4 ag,CHRM1 antagonist,OXTR potentiate
CC1=C(C(=O)Nc2ccccc2)C(c2cc(CN3CCOCC3)cs2)C2=C(CCCC2=O)N1 (stereo not given),6.8,0.2,-4.8,0.4,-9.1,-3.3,-0.6,0.9,-12.8
CCCc1[nH]n(-c2ccc(F)cc2)c(=O)c1C=NCC1CCCO1 (stereo not given),-1.5,-0.1,-4.6,3.1,6.6,2.4,0.0,-7.3,-3.3
COc1cc(CC(=O)OCC(=O)Nc2ccc(N3CCOCC3)cc2)cc(OC)c1OC,-2.8,4.9,-2.0,-2.5,-2.7,-3.5,20.1,5.6,-14.7
COc1ccc(OC)c(CNC(=O)C2CCN(S(=O)(=O)N3CCCCC3)CC2)c1,-3.2,2.0,-9.1,14.2,-1.3,-12.1,3.1,-21.2,-6.5
COCCC(=O)N1CCC(Oc2ccc(C(=O)N3CCCCCC3)cc2)CC1,-6.3,0.6,-7.7,3.7,-1.5,-10.7,1.5,-5.0,0.8
Cc1ccc(CCC(=O)Nc2ccc(CC(=O)O)cc2)o1,-7.5,-0.5,1.0,0.5,-0.6,0.2,2.0,-3.1,3.8
COc1ccc(C2/C(=C(/O)c3ccccc3)C(=O)C(=O)N2c2ncccn2)cc1OC (stereo not given),6.0,0.2,2.2,4.5,-3.0,-3.5,0.2,-8.1,-5.4
O=C(CSc1nc2ccccc2o1)N1CCN(c2ccc(Cl)cc2)CC1,0.1,3.1,-2.8,6.1,1.3,-16.7,4.0,-10.2,-15.2
COc1ccc(-c2csc(C3=C(O)CN(Cc4ccc(Cl)cc4)C3=N)n2)cc1OC,-0.7,1.5,-5.7,-2.1,-4.4,-12.5,8.1,6.7,-6.3
O=C(c1ccco1)N1N=C(c2cccs2)CC1c1ccco1 (stereo not given),2.6,-0.3,1.9,-7.2,-6.9,-11.4,-0.9,12.6,-0.8
CS(=O)(=O)N1CCN(c2nnc(-c3ccccc3)c3ccccc23)CC1,4.2,1.1,-3.1,6.7,-6.1,-4.8,2.3,-4.3,-2.1
O=C(NCC(=O)N1CCCCCCC1)c1ccc(Cl)c(Cl)c1,-7.9,0.8,-9.0,-2.6,-6.2,.,1.6,-3.0,.
O=C(Nc1c(C(=O)N2CCOCC2)cnn1-c1ccccc1Cl)c1ccco1,4.1,0.1,8.9,6.6,-1.6,-17.6,0.9,0.5,-2.6
COc1cccc(CSc2nnc(-c3ccco3)n2C)c1,-7.6,-0.3,3.0,6.4,-4.0,-19.0,-0.3,-0.6,-0.2
Cc1ccc(NC(=O)CSc2nnc(Cc3cccn3C)n2-c2ccc(F)cc2)cc1,-13.2,-0.2,-3.3,5.2,-3.9,-1.8,0.7,-12.2,-9.7
CCOc1ccc(S(=O)(=O)NC(C)(C)C)cc1-c1nc2c(C(C)(C)C)nn(C)c2c(=O)[nH]1,8.8,3.6,-2.2,-26.9,-9.3,-6.1,11.0,31.2,-8.3
O=C(Nc1ccccc1)c1ccccc1OS(=O)(=O)c1ccccc1,-8.1,-0.1,-6.3,16.0,-2.7,-4.0,1.1,-23.3,-4.2
Cc1ccc(C)c(CNS(=O)(=O)c2c(C(=O)N3CCCC3)c(C)n(C)c2C)c1,3.0,0.4,-12.1,18.5,2.8,-22.8,0.3,-13.1,-2.5
CSc1nsc(SCC(=O)Nc2ccc(Br)cn2)n1,-1.6,-0.2,-13.2,0.1,-6.5,10.9,-0.2,-13.5,-13.9
Cc1ccccc1CCN(CC(=O)NCc1ccc(F)cc1)C(=O)c1csnn1,-8.6,2.4,-4.8,5.0,1.5,-19.6,7.3,-9.5,-5.0
CCN1CCCC1CNS(=O)(=O)c1cccc(C(F)(F)F)c1 (stereo not given),-2.4,0.2,-6.2,0.3,-6.8,-5.9,-0.5,0.1,-6.8
COc1ccc(N2C(=O)CC(NCc3ccncc3)C2=O)cc1 (stereo not given),3.0,0.7,-6.2,8.3,-0.1,-1.0,1.1,-35.1,-9.6
COC(=O)c1nnn(-c2nonc2N)c1CN1CCCC1,2.1,0.4,-6.8,4.7,-0.1,-15.3,0.7,-8.2,-10.4
Cc1cccc(C)c1Nc1n[nH]c(=S)s1,2.7,0.9,-5.2,0.1,7.8,.,3.0,-4.0,.
O=C(COC(=O)/C=C/c1ccccc1Cl)NCCNC(=O)COC(=O)/C=C/c1ccccc1Cl,-4.9,0.6,-9.1,8.7,-2.4,-11.0,0.8,-12.8,-4.2

# Next part
SMILES,M4 antag,CHO-K1 Ca ag,CHO-K1 Ca antag,M1 PAM,CHRM1 agonist,CHO parental Ca,M4 ag,CHRM1 antagonist,OXTR potentiate
CC[C@H](C)C(N)c1cn([C@@H](CC(N)=O)C(=O)N2CCNCC2)nn1 (stereo not given in full),-2.5,0.8,-7.5,7.8,-2.1,-6.3,1.3,0.1,-2.5
O=C(/C=C/c1cccs1)N1CCN(Cc2ccc3c(c2)OCO3)CC1,2.2,0.5,-2.9,8.3,-8.4,-14.1,2.2,-6.1,-2.2
CC(C)(C)NC(=O)CN(Cc1cccs1)C(=O)C1COc2ccccc2O1 (stereo not given),-7.7,4.0,-4.0,4.2,-3.5,-10.4,2.8,-0.3,2.6
CCc1noc(C)c1C(=O)N1CCN(S(=O)(=O)c2cccc(C(F)(F)F)c2)CC1,1.4,0.6,-12.4,5.1,-3.8,-17.6,1.3,-1.0,-0.9
O=C(CSC1=NS(=O)(=O)c2ccccc2N1)Nc1nccs1,-3.3,-0.3,-8.1,4.8,-1.7,0.5,-0.1,-8.4,-14.4
Cc1ccccc1-n1ncc(C(C)NS(=O)(=O)c2sccc2C)c1C (stereo not given),5.0,2.8,2.2,10.2,2.1,5.2,4.9,-17.4,-4.6
CCOc1ccc(C2C(C(=O)Nc3ccc(F)cc3)=C(C)Nc3nc(CCCO)nn32)cc1 (stereo not given),-0.7,0.4,-0.9,0.8,-2.1,-12.9,1.4,4.1,-3.5
COCC(=O)N(Cc1nc2ccccc2c(=O)[nH]1)Cc1cccs1,10.8,0.1,-8.9,6.8,-0.3,-13.7,0.2,-10.0,-13.5
O=C(/C=C(\O)c1ccccc1)C(=O)NNC(=O)c1ccccc1,-1.3,0.2,12.7,-9.9,-5.3,-2.8,-0.3,30.2,0.8
Cc1nc(NC(=S)NC(=O)c2cncc(Br)c2)ccc1Br,-0.3,0.2,-7.8,8.4,-6.1,3.5,1.2,-2.1,-5.5
CC1CCN(Cc2nc3c(c(=O)n(C)c(=O)n3C)n2CCc2ccccc2)CC1,-3.6,-0.2,16.0,5.8,2.5,-5.6,0.0,-7.8,-11.0
CCn1c(N)cc(=O)[nH]c1=S,-10.4,1.1,-15.0,3.5,-1.1,.,0.8,-11.2,.
Cc1cc(CN(C)C(=O)CC2C(=O)NCCN2Cc2ccc(F)c(F)c2)on1 (stereo not given),-5.5,2.1,-18.9,8.5,-5.6,-12.8,0.9,-7.4,-11.9
O=C(Nc1ccc(Cc2ccc(NC(=O)N3CCOCC3)cc2)cc1)N1CCOCC1,-5.4,0.1,-14.2,13.9,-0.7,-7.0,0.9,-19.4,-2.7
CCCOc1cccc(C(=O)Nc2ccc(Br)cc2F)c1,-13.2,-0.3,-14.2,5.2,-4.9,-19.2,-2.9,-11.1,-4.1
COc1ccc(CC(=O)n2nc(-c3ccc(Cl)cc3)nc2NCc2ccco2)cc1,-4.4,0.2,-7.9,-2.0,-3.5,3.1,1.6,5.3,-1.3
CC(C)c1ccccc1NC(=S)N(C)C,-5.7,0.8,-5.6,13.9,-2.9,-4.7,0.6,-16.8,0.4
O=C(Nc1cccc(C(F)(F)F)c1)c1cccnc1NCCO,-4.5,0.6,7.2,0.8,-2.2,-11.4,1.6,-5.3,-1.1
O=C1CCC/C(=N/NC(=O)c2ccc(NS(=O)(=O)c3cccs3)cc2)C1,1.1,0.4,-5.9,17.5,1.5,-4.3,2.6,-2.7,-18.6
O=C1ON=C(c2ccccc2)/C1=C/c1ccc(-c2ccccc2[N+](=O)[O-])o1,-7.3,0.6,-2.6,8.7,-1.3,2.1,2.4,11.0,0.4
COCCNC(=O)C(Cc1c[nH]c2ccccc12)NC(=O)OCc1ccccc1 (stereo not given),-8.5,0.3,-2.9,3.3,0.9,-12.9,5.5,-8.8,-0.7
O=C(CC1C(=O)NCCN1C(=O)Nc1ccc(F)cc1F)Nc1ccc(F)cc1 (stereo not given),0.2,1.0,-1.1,5.0,-0.2,-4.1,0.2,-0.2,-0.3
COc1ccc(NC(=O)Cn2nc(Cc3cccnc3)c3ccccc3c2=O)cc1OC,0.0,-0.5,-12.2,7.2,-6.8,-6.2,0.2,-7.5,3.7
CSCC[C@H](N)C(=O)N1CCC(C(=O)N[C@@H](Cc2c[nH]c3ccccc23)C(=O)O)CC1,3.3,0.8,-2.4,2.8,0.1,0.6,0.2,-1.7,-4.9
CCCCC(=O)Nc1cc(OC)c(NC(=O)C2CCCCC2)cc1OC,12.4,0.2,1.7,8.8,-2.5,-30.3,-0.5,-10.7,-10.4

# Later entries:
SMILES,M4 antag,CHO-K1 Ca ag,CHO-K1 Ca antag,M1 PAM,CHRM1 agonist,CHO parental Ca,M4 ag,CHRM1 antagonist,OXTR potentiate
CC12CCC(C(=O)Nc3c(Cl)cccc3Cl)(C(Br)C1=O)C2(C)C (stereo not given),0.5,0.8,-7.8,19.7,-3.2,3.6,-0.1,-14.8,-9.3
C[C@H](NC(=O)c1ccco1)C(=O)NNC(=O)COc1cccc(C(F)(F)F)c1,-12.8,0.3,-11.9,3.7,-0.7,-12.2,0.7,-9.5,-7.7
CNc1nc(-c2ccc3c(c2)CCN3C(=O)c2ccccc2C)cs1,0.2,0.0,-15.4,3.9,-5.3,-9.7,1.2,-6.8,1.8
O=C(Cc1n[nH]c(=O)c2ccccc12)N1CCN(c2ccc(F)cc2)CC1,0.1,1.1,-17.0,0.1,-3.8,-0.1,5.0,11.6,-0.5
CCc1ccc2[nH]c(=O)c(C3C(C#N)=C(N)Oc4c3ccc3cccnc43)cc2c1 (stereo not given),-3.7,0.0,-2.1,6.4,-1.8,-12.6,-0.5,-4.0,1.9
CC(=O)c1cccc(NC(=O)CC2S/C(=N/N=C/c3ccccc3)NC2=O)c1 (stereo not given),-13.3,0.1,-7.0,11.3,-6.2,-2.7,1.9,-9.4,-4.1
Cc1ccc(N2CC(C(=O)NC(C)CCc3ccccc3)CC2=O)cc1 (stereo not given),-12.3,-0.6,5.4,16.6,-1.9,-17.2,0.4,-17.9,3.8
O=C(O)Cn1c(Cc2ccccc2)nc2ccccc21,0.2,0.5,-3.9,2.4,-2.0,5.9,0.3,-1.0,-2.6
